NCOA3 inh = human NCOA3 inhibition. inhibition, % at 3.6 µM. Q9Y6Q9. HEK293 GAL4-SRC3 luciferase reporter, luminescence. 0.17% of 360,000 active;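 active means inhibition above a per-campaign cutoff, the mean of all compounds plus 3 SD, cut at about 60% in these data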;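 further: 0% = DMSO-treated cells and 100% = gossypol-treated cells at 36 µM; higher means less SRC3-driven luciferase light from the GAL4 reporter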
SRC2 inh = human SRC2 (NCOA2) inhibition; HEK293 GAL4-SRC2 luciferase reporter, luminescence; inhibition, % at 9 µM; 0.17% of 370,000 active;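 active means inhibition above the mean inhibition of all tested compounds plus 3 SD, set per campaign, cut at about 52% in these data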;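 further: 0% = DMSO treated cells and 100% = cells given Gossypol at 36 µM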
NOD2-RIPK2 inh = blocks binding of human NOD2 to RIPK2; CHO BLA complementation NOD2-RIPK2, CCF4 ratio; inhibition, % at 4.98 µM; 0.38% of 360,000 active; AID 624267; in the data active means inhibition above about 21%;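 further: 0% = vehicle only and 100% = reference blocker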
MC4R ag barr = human MC4R agonism via beta-arrestin; AID 540308; activation, % at 8.9 µM; 0.98% of 360,000 active; U2OS MC4R beta-arrestin complementation, luminescence; percent of melanotan II response, DMSO zero;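 active means activation above a per-plate cutoff, the mean activation of sample wells on that plate plus 3 SD, cut at about 8% in these data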
NCOA1 inh = inhibitors of human steroid receptor coactivator 1 (SRC1) | Q15788 | HEK293 GAL4-SRC1 luciferase reporter, luminescence | inhibition, % at 3.6 µM | 0.12% of 360,000 active | AID 588354;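 active means inhibition above the campaign mean plus 3 SD, with each screening campaign given its own cutoff, cut at about 60% in these data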;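 further: 0% = DMSO treated cells and 100% = gossypol at 36 µM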
MC4R antag cAMP = blocks human MC4R cAMP signaling; P32245; MC4R-expressing cells, MTII-stimulated cAMP, LANCE TR-FRET; inhibition, % at 6.5 µM; 0.48% of 360,000 active;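 active means inhibition above its plate's cutoff, the mean of tested wells on that plate plus 3 SD, cut at about 29% in these data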;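 further: 0% = Melanotan II alone and 100% = Melanotan II plus saturating MCL0020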
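System: U2OS-MC4R stable cell line; Technique: Eu-cAMP/anti-cAMP TR-FRET, emission 671 nm; Repeats: single well per compound; Also added: Melanotan II; Dosing: one concentration, 6.5 µM nominal; Schedule: 30-min compound, 1-h challenge, 1-h detection, room temperature.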
LRH-1 inv ag = inverse agonists of human LRH-1 (NR5A2); O00482; HEK293T StAR-luciferase reporter, LRH-1 transfected, 24 h; inhibition, % at 3.6 µM; 0.13% of 360,000 active; AID 602396;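 active means inhibition above the mean inhibition of all tested compounds plus 3 SD, cut at about 73% in these data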;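 further: 0% = DMSO wells and 100% = reporter-only cells lacking LRH-1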
LMP1 NFkB inh = inhibitors of Epstein-Barr LMP1-induced NF-kappaB reporter; LMP1-induced NF-kappaB luciferase reporter cells, luminescence; inhibition, % at 12.5 µM; 0.69% of 350,000 active; in the data active means inhibition above about 41%;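 further: 0% = neutral control wells and 100% = reference inhibitor control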
NR2F2 inh = blocks human COUP-TFII nuclear receptor | P24468 | HEK293T NGFI-A luciferase reporter, luminescence | inhibition, % at 8.6 µM | 0.7% of 370,000 active;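 active means inhibition above a per-plate cutoff, mean inhibition of test wells between control levels plus 3 SD, cut at about 38% in these data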;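 further: cells cotransfected with COUP-TFII expression vector driving the NGFI-A reporter; 0% = median of COUP-TF2 test wells and 100% = reporter-only cells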
TLR9-MyD88 block = TLR9-MyD88 interaction inhibition; CHO BLA complementation TLR9-MyD88, CCF4 FRET ratio; inhibition, % at 4.98 µM; 0.21% of 340,000 active;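 active means inhibition above the mean over all tested compounds plus 3 SD, cut at about 21% in these data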;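 further: 0% = DMSO only wells and 100% = clavulanate BLA inhibitor control wells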
ABHD5-PLIN5 inh = blocks binding of human ABHD5 to perilipin-5; Q00G26+Q8WTS1; Split G. princeps luciferase complementation, luminescence, 4 h; inhibition, % at 4 µM; 0.78% of 360,000 active; AID 602281;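 active means inhibition above the mean inhibition across every tested compound plus 3 SD, cut at about 22% in these data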;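 further: 0% = DMSO only wells and the 100% control is not disclosed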
* marks the source's active call; other numbers are inactive results; x = no result given; & = joins results of further samples. Some of the compounds tested; the hit share may differ from the screen's.

SMILES	NCOA3 inh	SRC2 inh	NOD2-RIPK2 inh	MC4R ag barr	NCOA1 inh	MC4R antag cAMP	LRH-1 inv ag	LMP1 NFkB inh	NR2F2 inh	TLR9-MyD88 block	ABHD5-PLIN5 inh
O=C(CSc1nn(-c2ccc(F)cc2)c(=S)s1)NCC1CCCO1 (configuration not stated)	1	10	2	-3.8	0	3	-7	-2	-11	-16	-5
CCCCN(C)C(=O)c1nc2ccccn2c1CNC1CCC1	-3	-3	-3	-1.4	-3	3	19	-4	10	0	1
Cc1nc(NCCC(C)C)c2nnn(Cc3ccccc3)c2n1	-28	-18	-3	2.4	19	18	16	-4	5	-1	0
Cn1c(=O)c2c(nc(CN3CCN(C(=O)c4ccco4)CC3)n2Cc2ccc(F)cc2)n(C)c1=O	8	-22	-11	-0.5	5	-4	-10	-7	-1	-17	1
COCCNc1ncnc2c1ncn2[C@H]1CN(CCc2ccccc2)C[C@@H](CO)O1	-8	-16	6	0.8	8	0	43	x	6	x	-1
O=C1NCCN(Cc2ccc(-c3ccccc3)cc2)C1CC(=O)N1CCN(CCO)CC1 (configuration not stated)	6	-2	-8	-2.1	3	25	-3	6	1	-6	3
COc1ccc(CNc2nc3c(c(=O)n(Cc4ccc(F)cc4)c(=O)n3C)n2C)cc1	10	1	4	2.6	-6	15	-2	26	9	-2	-4
CCN(C(=O)c1coc(=O)c2ccccc12)c1cc(OC)ccc1OC	-5	-25	-2	-0.5	-1	1	-6	4	10	6	-4
O=C(NNC(=O)c1ccccc1F)c1ccc(NS(=O)(=O)c2ccc(F)cc2)cc1	12	7	-2	-2.1	-18	-1	5	-1	17	2	-1
CN1CCNC(=O)C1CC(=O)NCC1(c2ccccc2)CCCCC1 (configuration not stated)	-7	6	-6	3.1	3	-6	-12	2	20	0	1
COc1ccc(C(=O)NCC(C)NC(=O)c2ccc(OC)c(Br)c2)cc1Br (configuration not stated)	5	16	-1	2.7	-34	4	15	x	1	x	1
Cc1ccc(Nc2n[nH]c(=S)s2)c(C)c1	-27	-19	-4	-1.8	-16	11	-20	-2	-8	-8	-19
CCn1nnc2cc(C(=O)NCC(c3ccccc3OC)N(C)C)ccc21 (configuration not stated)	-8	3	1	-2.0	1	3	0	-2	-24	2	5
CCCN(C(=O)c1ccc(N(C)S(=O)(=O)c2ccc(C)cc2)cc1)C1CCS(=O)(=O)C1 (configuration not stated)	11	-4	-4	-2.3	8	-1	-7	1	6	0	6
CN(Cc1ccco1)C(=O)CSc1nn2c(=O)c(C(C)(C)C)nnc2s1	10	5	-11	0.9	-26	5	-3	-6	4	-2	5
Cc1cccc2nc(CSc3ccc(Cl)cc3)cn12	-46	-75	1	-2.1	-67	0	-96	-21	-39	-6	2
COc1ccc(CN(C)CCCn2ccc(N)nc2=O)cc1OC	-3	-34	-6	-1.9	4	3	3	-12	3	-16	-2
CCOC(=O)N1CCC(Nc2c(-c3ccccc3)c(=O)c2=O)CC1	8	-6	-1	-1.9	-2	5	-19	2	-7	3	-5
COc1ccc(NC(=O)C2CCCN(c3c4c(nc5ncnn35)CCC4)C2)cc1OC (configuration not stated)	-3	-4	-1	0.8	-30	3	6	-1	12	-1	-1
CN(C)c1ccc(N=Nc2ccc(S(N)(=O)=O)cc2)cc1	-70	-24	-2	-0.6	-102	10	-160	-34	-47	4	7
CCN(CC)c1ccc(NC(=O)COC(=O)C23CCC(=O)N2c2ccccc2S3)cc1 (configuration not stated)	1	13	-17	0.8	-2	1	-9	3	5	-1	12
COc1ccc(CCC(=O)OCC(=O)Nc2sccc2C#N)cc1	-4	7	-7	-0.1	0	12	-1	-9	11	0	-4
CC(=O)N1C=CN(C(C)=O)C(c2cn(C)c3ccccc23)C1c1cn(C)c2ccccc12 (configuration not stated)	-1	0	-1	-3.3	-1	3	-7	-8	0	-5	7
COc1ccc(-c2nc(C3CCCCC3)no2)cc1OC	-55	-49	4	1.2	-89	4	-76	-9	-23	-6	-4
COc1cc(/C=C/c2nc3ccccc3c(=O)[nH]2)cc(OC)c1OC	-51	-11	-3	-2.5	-4	4	0	3	-2	-6	6
Cc1onc(-c2ccccc2Cl)c1C(=O)OCC(=O)N1CCCCC1	2	-21	-4	-2.2	-23	4	-3	0	20	8	-1
CCOc1ccc(/C=C/C(=O)c2ccc(-c3ccccc3)cc2)cc1	12	-15	-12	5.2	20	-1	-12	0	-4	7	5
Cn1c(C(=O)N2CCCC(C(=O)O)C2)cc2sccc21 (configuration not stated)	15	4	-8	-0.1	-9	2	5	5	4	-1	0
CN(C(=O)c1cc(COc2ccc(F)c(F)c2)on1)C1CCOC1 (configuration not stated)	-19	-13	11	-0.6	3	-4	5	-1	0	-9	-8
CC(C)(C)c1nnc(NC(=O)C2CCN(C(=O)c3ccco3)CC2)s1	1	8	0	-1.2	1	10	6	4	-2	4	-1
CCN=c1scc(C)n1/N=C/c1cc(Br)c(O)c(OC)c1	-68	-29	5	-1.7	-3	-5	-10	0	-4	-9	-3
N#C/C(=C\c1ccc(-c2ccccc2C(=O)O)o1)c1nc2ccccc2[nH]1	-5	-10	-12	0.2	-15	-17	-3	-4	-7	5	1
CCN(CC)CC(O)Cn1c(-c2cccc(Cl)c2)nc2cc(C)c(C)cc21 (configuration not stated)	-24	-33	-7	-0.8	-44	6	-23	-14	-2	-9	1
O=[N+]([O-])c1cc(Br)ccc1NS(=O)(=O)c1ccccc1	6	-7	-5	-2.4	-9	-5	2	2	9	-7	7
O=C(CNC(=O)c1ccncc1)N/N=C/c1ccc(O)cc1O	1	6	4	-1.3	-19	11	-9	-9	6	1	2
C/C(=N\NC(=O)CNc1cccc(C)c1)c1ccc(Br)s1	9	-16	4	0.6	-10	-1	2	-8	6	0	-8
O=C(CC1SC2=NCCN2C1=O)Nc1ccccc1 (configuration not stated)	4	-8	5	-1.7	-6	-1	-4	5	-1	-3	-4
CC(C)c1ccc(N(C(=O)c2ccco2)C(C(=O)NC2CCCC2)c2ccncc2)cc1 (configuration not stated)	-99	-55	3	-0.5	-87	5	-80	-22	-29	3	12
O=C(O)CC(=O)NC12CC3CC(CC(C3)C1)C2	6&19	8&-7	5&-10	1.2&1.7	1&2	3&1	5&4	-18&-4	20&9	-4&0	-2&1
Cc1cc2oc(=O)cc(-c3ccccc3)c2c(C)c1-c1ccc(F)c(Cl)c1	4	2	-16	-0.4	0	1	1	4	17	-14	-8

Look-ups from the list.
For NCOA3 inh, O=[N+]([O-])c1cc(Br)ccc1NS(=O)(=O)c1ccccc1 has 6
For NCOA3 inh, O=C(CC1SC2=NCCN2C1=O)Nc1ccccc1 (configuration not stated) has 4
For SRC2 inh, CCN(CC)CC(O)Cn1c(-c2cccc(Cl)c2)nc2cc(C)c(C)cc21 (configuration not stated) has -33

The list goes on:
SMILES	NCOA3 inh	SRC2 inh	NOD2-RIPK2 inh	MC4R ag barr	NCOA1 inh	MC4R antag cAMP	LRH-1 inv ag	LMP1 NFkB inh	NR2F2 inh	TLR9-MyD88 block	ABHD5-PLIN5 inh
O=C(CNC1CCCC1)Nc1ccc(S(=O)(=O)N2CCCCC2)cc1	-12	-7	-2	1.3	-3	-1	-3	-4	-4	-3	-4
Cc1ccc(F)cc1C(=O)N1CCCCC1c1cc(C(=O)Nc2cccc(C#N)c2)no1 (configuration not stated)	-5	2	-4	-0.6	1	2	8	x	29	x	1
O=C(CN1CCCCC1)Nc1ccc(S(=O)(=O)NC2CCCCC2)cc1	17	-8	-5	-1.1	7	-11	6	1	27	-27	14
Cc1ccc(NC(=O)Nc2ccccc2CC[N+](=O)[O-])cc1	-23	-16	-1	-2.6	-18	2	-22	-12	0	x	1
CC(=O)NC(c1ccco1)c1cc(F)c2cccnc2c1O (configuration not stated)	20	24	-4	-3.0	24	-3	14	32	21	-5	3
CN(C)c1ccc(Nc2nc(-c3cccnc3)cs2)cc1	-62	-34	8	0.7	-104	3	-93	1	-18	-2	-4
CCC(C)(C)NC(=O)C1CCCN(S(=O)(=O)c2ccc3c(c2)CC(C)N3C(=O)C2CC2)C1 (configuration not stated)	3	6	2	-4.5	8	6	-4	-3	10	4	5
NC(=S)NN=C1Cc2cccc3cccc1c23	8	-17	2	-0.3	13	-3	27	0	12	-2	-2
O=C(NC1CC1)C1CCN(S(=O)(=O)c2ccc(Cl)c([N+](=O)[O-])c2)CC1	6	-17	9	-2.4	-1	22	-10	-16	-12	4	-3
CCCCC(CC)C(=O)Nc1ncc([N+](=O)[O-])s1 (configuration not stated)	10	-18	-1	-0.9	-23	6	-6	8	12	-3	-2
CCOc1ccc(OCC)c(NC(=O)CN2CCN(CC(=O)NC(C)C)CC2)c1	12	-4	-5	-0.9	0	2	35	22	10	9	1
N#Cc1c(-c2ccccc2Cl)cc(-c2ccccc2)nc1Br	16	-27	-7	0.6	4	16	26	-3	4	-12	-2
CC1(C)CC(=O)C=C(NCc2cccs2)C1	12	-11	-9	-0.6	-2	-3	3	1	-4	4	-3
CCOc1ccc(NC(=O)NC(=O)N(C)S(=O)(=O)c2ccc(C)cc2)cc1	4	-2	-7	-1.0	2	-1	6	-1	-7	4	3
Cc1cc(C)cc(OCC(=O)OCC(=O)Nc2c(C)n(C)n(-c3ccccc3)c2=O)c1	17	-27	2	-1.2	-1	-7	2	-3	7	-4	4
CC(=O)CCc1ccc(OCCCCn2cncn2)cc1	-29	-30	-11	-1.2	-16	-4	2	-3	16	-3	0
CC(C)(C)n1nnnc1CN(Cc1cccnc1)Cc1ccccc1Cl	10	-37	-3	-2.0	1	4	8	-3	8	9	3
CCOC(=O)c1ccc2c(c1)nc(SCC(=O)c1cc3ccccc3o1)n2CC	-28	-31	-1	-2.4	-30	5	8	-7	-33	4	-6
CCOc1ccc(N2C(N)=NC(N)=NC2(C)C)cc1	11	8	-14	-1.4	-11	8	-2	-4	10	0	1
N#Cc1cc(C(=O)c2cc(Br)ccc2O)cn(C2CCCCC2)c1=O	0	20	3	4.3	11	14	-11	6	10	-4	-4
O=S(=O)(c1ccc(Br)cc1)N1CCN=C1SCc1cccnc1	6	-3	-1	-0.2	9	1	11	-6	14	-8	3
NCCN1CCN(CC(=O)N2c3ccccc3C(=O)Nc3cccnc32)CC1	-6	-30	-2	-2.1	-4	0	12	-2	0	-5	4
COc1ccccc1N1CCN(C(=O)c2cc(S(=O)(=O)N3CCOCC3)ccc2C)CC1	13	-10	-10	-1.0	1	8	2	-1	10	-7	-7
COc1ccc(NC2CCCN(C(=O)CN3C(=O)c4ccccc4C3=O)C2)cc1OC (configuration not stated)	-7	-12	5	-1.3	9	4	-6	5	-17	1	-1
O=S(=O)(c1ccc(F)cc1)N1CCC2(CC1)OCCO2	9	-6	-7	-2.6	0	3	6	4	8	7	2
